# CHX counter: Cycloheximide Counterscreen for Small Molecule Inhibitors of Shiga Toxin; cell reporter, cycloheximide protein synthesis inhibition counterscreen; max response, %; 300,000 compounds, 12% hits; AID 2314, 2010; in the data active means max response mostly above about 13%, no sharp cut-off; inactive means mostly below about 14%; further: read at 38.3 µM for the half of the compounds with a filed dose; 0% is about no effect
# AmpC no deterg: qHTS Inhibitors of AmpC Beta-Lactamase (assay without detergent) | P00811 | AmpC nitrocefin hydrolysis, absorbance 480 nm, 0.0001% Triton | Potency, µM (highest dose often 57.1 µM), without a hit: at the top dose activity change, negative = inhibition, usual class: inhibitors | 330,000 compounds, 0.52% hits | AID 485341, 2010;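 further: potency means the concentration at half of the fitted maximal effect; plate controls were no compound for no effect and no enzyme for full effect; nearly all actives have a fitted effect of over 20% in size; some results filed as inactive show a strong effect at the top dose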
# Target sequence (P00811 whole entry, looked up): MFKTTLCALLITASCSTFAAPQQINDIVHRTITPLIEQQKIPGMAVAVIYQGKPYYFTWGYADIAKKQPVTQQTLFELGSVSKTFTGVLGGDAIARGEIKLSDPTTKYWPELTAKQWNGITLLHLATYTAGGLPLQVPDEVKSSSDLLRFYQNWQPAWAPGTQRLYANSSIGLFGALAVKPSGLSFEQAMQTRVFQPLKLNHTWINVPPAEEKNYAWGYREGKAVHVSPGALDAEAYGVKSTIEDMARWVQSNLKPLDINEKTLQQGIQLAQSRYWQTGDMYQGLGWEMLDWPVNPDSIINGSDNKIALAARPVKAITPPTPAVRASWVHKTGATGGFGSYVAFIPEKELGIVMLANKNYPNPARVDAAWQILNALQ
#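 AmpC (5.3 nM in the dispensed reagent) in 20 mM phosphate pH 7.0 with 0.01% (detergent screen) or 0.0001% Triton X-100 was preincubated with compounds for 15 min at room temperature. Nitrocefin was then added from an 800 uM solution, and hydrolysis was followed at 480 nm.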
# Shiga toxin inh: A qHTS for Small Molecule Inhibitors of Shiga Toxin | Vero cells, Shiga toxin protein synthesis inhibition reporter | inhibition, % at 38.7 µM | 290,000 compounds, 9.2% hits | AID 2315, 2010; in the data active means inhibition mostly above about 28%, no sharp cut-off; inactive means mostly below about 43%; further: 0% is about no effect
# AMA1-RON2 inh: qHTS for Inhibitors of AMA1-RON; Towards Development of Antimalarial Drug Lead: Primary Screen | Plasmodium falciparum AMA1 (3D7) - RON2 peptide interaction | AlphaScreen AMA1-biotinylated RON2 peptide binding | Potency, µM (titrated, usually from 58.2 µM), for the others: at the top dose activity change, negative = inhibition, most hits filed as inhibitors | 360,000 compounds, 0.2% hits | AID 720542, 2013;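 further: potency means the concentration at half of the fitted maximal effect; 0% = vehicle wells and -100% = peptide control; nearly all actives have a fitted effect of over 45% in size; some results filed as inactive show a strong effect at the top dose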
#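 AMA1 (3D7) with his tag at 25 nM final met compounds first, then biotinylated RON2 peptide at 25 nM; detection used donor plus acceptor beads, 10 µg/mL apiece, read by AlphaScreen after 30 min at room temperature.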
# AmpC inh detg: qHTS Inhibitors of AmpC Beta-Lactamase (assay with detergent). P00811. AmpC hydrolysis of nitrocefin, absorbance 480 nm, 0.01% Triton. Potency, µM (series often up to 114 µM), for inactives: top-dose activity change, negative = inhibition, usual class: inhibitors. 370,000 compounds, 0.041% hits. AID 485294, 2010;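 further: potency means the concentration at half of the fitted maximal effect; 0% = no-compound wells and -100% = no-enzyme wells; nearly all actives have a fitted effect of over 25% in size; some results filed as inactive show a strong effect at the top dose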
#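 20 mM phosphate pH 7.0 + 0.01% (detergent screen) or 0.0001% Triton X-100; 5.3 nM AmpC reagent; cpd preinc 15 min RT; nitrocefin (800 uM stock) to start; A480 q20 s × 4 min; Activity was normalised to no-enzyme and no-compound control wells.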
# FBPA Giardia inh: qHTS Assay for Inhibitors of Fructose-1,6-bisphosphate Aldolase from Giardia Lamblia | Potency, µM (series often up to 59.6 µM), for inactives: at the top dose activity, negative = inhibition, actives largely listed as inhibitors | A8B2U2 | purified Giardia FBPA | 290,000 compounds, 0.71% hits; further: potency means the concentration at half of the fitted maximal effect; on the % scale 0 is the no-effect control and ±100 the full control effect; nearly all actives have a fitted effect of over 55% in size
# Target sequence (A8B2U2 whole entry, looked up): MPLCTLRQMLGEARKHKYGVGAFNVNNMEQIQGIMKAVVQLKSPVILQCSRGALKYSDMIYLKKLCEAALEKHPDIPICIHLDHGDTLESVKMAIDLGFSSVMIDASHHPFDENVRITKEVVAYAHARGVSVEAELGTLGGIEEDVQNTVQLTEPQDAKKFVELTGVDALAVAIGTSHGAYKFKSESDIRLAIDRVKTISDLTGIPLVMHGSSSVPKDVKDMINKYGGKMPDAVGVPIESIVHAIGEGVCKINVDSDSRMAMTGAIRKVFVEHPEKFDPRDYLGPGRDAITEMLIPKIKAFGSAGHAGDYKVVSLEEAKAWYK
#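 40 nM FBPA preincubated 10 min at RT with compound (up to 57.5 uM final), then substrate plus GAPDH/TPI/NAD/arsenate coupling and diaphorase/resazurin added. Fluorescence read after 20 min at RT, 525/598 nm.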
# HCMV antiviral: qHTS Assay for inhibitors of the human cytomegalovirus (HCMV); HFF cells, HCMV-luciferase reporter, 72 h; active compounds read low; activity change, negative = inhibition, % at 57.5 µM; 410,000 compounds, 4.5% hits; AID 1259415, 2018; in the data active means activity change below about -60%; inconclusive means no clear call, values can overlap the other calls; inactive means above about -39%; further: on the % scale 0 is the no-effect control and ±100 the full control effect
#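 Luciferase read-out from HCMV-luciferase-infected HFFs (MOI 1 PFU/cell) 72 h post infection at 37C; compounds added after 16 h cell attachment; activity normalized between buffer-only basal and Salinomycin (10uM) inhibitor controls.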
# Active calls of the source: *; u = inconclusive; x = no result given; [ ] = remark or other dose. Unless noted, the call rests on the fitted dose curve; in most records, active means well fitted curve in the direction sought with a large enough effect; inconclusive means small, poorly fitted or top-dose-only effect, or another doubt; inactive means no such curve, though single readings can be large; an effect the other way counts as inactive or inconclusive.
SMILES,CHX counter,AmpC no deterg,Shiga toxin inh,AMA1-RON2 inh,AmpC inh detg,FBPA Giardia inh,HCMV antiviral
O=[N+]([O-])c1ccc(COc2ccc(Br)cc2CN2CCOCC2)cc1,1,-15%,-7,u,-11%,-25%,-26
CN1C2=NCCN2C(=O)c2cc(Cl)ccc21,-3,-24%,-5,10%,-9%,3%,53
CCC(=O)NN1CCN(c2ccncc2S(=O)(=O)N2CCCCC2)CC1,-2,-14%,-22,-7%,4%,x,1
Cc1nc(C(=O)NCCCO)cc2c1[nH]c1ccccc12,-2,-28%,4,8%,u,7%,8
Cc1cccc(/C=N\N=C\c2cccc(C)c2)c1,53*,-21%,x,4%,-18%,12%,41
CC(C)C(c1nnnn1CCc1ccccc1)N1CCC(C(N)=O)CC1 (stereo unspecified),-3,-18%,-6,-5%,-1%,-4%,1
O=C(Nc1ccc(N2CCOCC2)nc1)c1ccc(F)cc1,41*,-3%,48*,-7%,u,-7%,-17
CC(C)(Oc1ccc(Cl)cc1)C(=O)Nc1ncccn1,6,33%,-7,-6%,-11%,8%,6
O=C(CO/N=C/c1ccc2c(c1)OCO2)Nc1cccc(Br)c1,-1,-25%,5,11%,4%,4%,3
O=C(COc1ccc(Br)cc1)NCc1cn2ccccc2n1,-4,-2%,-5,-4%,-9%,4%,-20
CC12CN3C(O)C(C)(C1)CC(C)(C2)C3O (stereo unspecified),0,-23%,-13,-19%,-8%,1%,-6
Cc1ccc(OCC(=O)NCCCNC(=O)COc2ccc(C)cc2)cc1,2,75%[activator],-2,-2%,2%,8%,-7
Cn1c(C(=O)N2CCCC(C(=O)NCCCc3ccccc3)C2)cc2sccc21 (stereo unspecified),10,257%[activator],36,-14%,-7%,2%,-8
CC(CCN1C(N(C)C)=NC[C@@H]1C)c1ccccc1 (stereo partly specified),x,-2%,x,19%,-1%,x,-32
O=C(Nc1nc2cc3c(cc2s1)OCO3)C1=COCCO1,13,-19%,10,-3%,-1%,-30%,-71*
CC(=O)c1cccc(N=C2C(=O)Nc3ccccc32)c1,-1,-6%,-14,-2%,0%,-16%,-7
COC(=O)c1ccccc1NC(=O)N1CCN(c2ccccc2)CC1,-2,-7%,33,-14%,-8%,0%,2
O=C(Nc1ccc2c(c1)OCO2)c1ccc(N2CCCC2)c([N+](=O)[O-])c1,34*,-26%,29,-23%,-12%,-11%,-17
N#C/C(=C\C1=C(N2CCOCC2)C(=C\c2ccccc2)/CC1)C(=O)Nc1ccccc1F,7,-7%,18,-11%,-8%,-8%,-7
O=C(Cn1c(=O)oc2ccccc21)Nc1ccc(Cl)cc1Cl,8,-22%,26,0%,9%,2%,6
Cc1cccc(C)c1NC(=O)CS(=O)CC(=O)NC1CCCc2ccccc21 (stereo unspecified),-3,-4%,-3,-5%,3%,0%,60
COc1ccccc1C(=O)NC(=O)CSc1nc(C)cs1,x,-21%,x,-5%,u,x,-16
CC1CCC2(CC1)NC(=O)N(CC(=O)NCCc1ccccc1)C2=O (stereo unspecified),x,-12%,x,19%,x,x,14
CC(C)(C)c1csc(NC(=O)Cc2cccs2)n1,33*,-32%,61*,-7%,1%,-15%,-33
C=CCn1c(C(c2ccccc2)c2ccccc2)n[nH]c1=S,5,-27%,-4,46%[activator],-2%,-5%,22

# The list goes on:
SMILES,CHX counter,AmpC no deterg,Shiga toxin inh,AMA1-RON2 inh,AmpC inh detg,FBPA Giardia inh,HCMV antiviral
COc1ccc(CCNC(=O)CCn2c(=O)oc3ccccc32)cc1OC,-2,-1%,-13,-4%,u,2%,10
CC(=O)c1ccc(NC(=O)CS(=O)(=O)c2cn(CC(=O)N3CCOCC3)c3ccccc23)cc1,0,3%,-9,-2%,-8%,11%,33
Cc1ccc(Cl)cc1NC1=C/C(=N\S(=O)(=O)c2cccs2)c2ccccc2C1=O,-1,-40%,-10,4.5µM*,-2%,0.28µM*,-99*
COc1ccccc1N1CCN(C(=O)C2CCN(S(=O)(=O)c3ccc4c(c3)CC(C)N4C(=O)C3CC3)CC2)CC1 (stereo unspecified),-1,168%[activator],-4,-11%,u,-5%,-18
CN(Cc1ccccc1)C(=O)C1CCCN(c2ncnc3c2nc2n3CCCCC2)C1 (stereo unspecified),-3,113%[activator],22,1%,1%,u,-12
COc1ccccc1C(=O)Nc1ccc(C(=O)O)cc1,-3,-18%,-7,2%,-6%,7%,-6
CCOc1cc(/C=N\Nc2nc(Nc3ccccc3)nc(N3CCOCC3)n2)ccc1OC(=O)c1ccco1,20*,11%,9,30%,-6%,4%,-5
OCCCNc1nc(-c2ccccc2)nc2c1oc1ccccc12,-1,2%,0,-25%,-1%,-19%,60
CCn1ncc(CN2CCCC(C(=O)c3cccc(OC(C)C)c3)C2)c1C (stereo unspecified),0,18%,2,8%,-6%,4%,-3
COc1ccc(NC(=O)c2cc(S(=O)(=O)N3CCc4ccccc43)cn2C)cc1OC,-4,31%,-6,-8%,-1%,0%,16
CCCCNC(=O)c1onc(CSc2cccc(Cl)c2)c1C(=O)O,-2,-27%,-12,-4%,0%,20%,32
O=S(Cc1ccccc1)CC(O)(c1ccccc1)c1ccccc1 (stereo unspecified),-2,4%,15,6%,-4%,10%,19
Cc1ccccc1OCC(=O)Nc1sc2c(c1C#N)CC(C)(C)NC2(C)C,-7,53%,-10,-11%,-3%,-1%,3
O=C(CN1CCN(Cc2ccccc2)CC1)Nc1ccccc1,1,33%,-3,10%,u,4%,-16
CCc1ccccc1NC(=O)CN(C)C(=O)c1cccc(S(=O)(=O)N2CCCCCC2)c1,x,49%,x,-5%,u,x,-9
O=C(Nc1ccc2c(c1)OCO2)c1c(Cl)nc2sccn12,25*,-20%,103*,12%,u,1%,15
Cc1ccnc2c1ccc1cccnc12,x,6%,x,u,0%,x,-98*
CCCOc1ccc(-c2nc(C#N)c(NCCCn3ccnc3)o2)cc1,-4,85%[activator],-6,0%,-3%,7%,u
O=C(CCNC(=O)c1ccccc1Cl)NCCc1ccc(Cl)cc1,-8,-6%,-9,-2%,u,13%,1
C=CCNC(=O)CN1C(=O)C2C3c4ccccc4C(c4ccccc43)C2C1=O (stereo unspecified),1,49%,9,-17%,-10%,1%,-2
O=C(Nc1ccccc1)c1ccc2snnc2c1,25*,-26%,67*,0%,0%,-1%,-8
CC(=O)c1c(C)[nH]c(C(=O)COc2ccc3ccc(=O)oc3c2)c1C,x,-27%,x,-15%,u,x,-10
O=C(NCc1ccccc1)N1CCNCC1,-1,-22%,x,-8%,u,u,69
C(=N\n1cnnc1)/c1ccc2ncccc2c1,2,-15%,25,13%,-15%,15%,18
O=C(CCn1cccn1)Nc1ccc2c(c1)OCO2,36*,-21%,40*,29%,5%,-10%,102

# Continued.
SMILES,CHX counter,AmpC no deterg,Shiga toxin inh,AMA1-RON2 inh,AmpC inh detg,FBPA Giardia inh,HCMV antiviral
CCC(=O)Nc1nc(C)cc(SCC(=O)OC)n1,-6,-23%,-2,-8%,6%,0%,22
CCCCC(=O)Nc1ccc(C(=O)NCc2ccncc2)cc1,7,-44%,4,6%,u,1%,10
COCCOC1CCN(C(=O)C2CCC(=O)N(Cc3cccc(F)c3)C2)CC1 (stereo unspecified),5,3%,-3,0%,0%,-4%,-14
C=CCc1ccccc1OCC(O)CN1CCN(CCN2C(=O)c3cccc4cccc(c34)C2=O)CC1 (stereo unspecified),6,185%[activator],38,u,-9%,-18%,-38
CC1(C)CC(=O)c2sc(NS(=O)(=O)c3cc(Cl)ccc3Cl)nc2C1,-4,-40%,7,1%,-7%,4%,-37
O=C(OCC(=O)C12CC3CC(CC(C3)C1)C2)c1cccnc1,10,-1%,-8,3%,-18%,2%,-24
Cc1ccc(Cn2ccc(NC(=O)c3noc4c3CCCCC4)n2)cc1,10,-8%,46,7%,-10%,2%,-18
COc1ccc(C(=O)Nc2ccc(N3CCN(C(=O)C(C)C)CC3)cc2)cc1[N+](=O)[O-],3,-11%,-8,5%[2.32 µM],8%,2%,-29
COc1cc(C2/C(=C(\O)c3ccc4c(c3)CC(C)O4)C(=O)C(=O)N2CCN2CCOCC2)cc(OC)c1OC (stereo unspecified),1,-3%,-7,0%,u,x,-2
CCOP(=S)(OCC)Oc1ncn(-c2ccccc2)n1,26,x,24,x,x,-23%,x

# Compound activity from PubChem.
